Screening data: PubChem BioAssay, National Center for Advancing Translational Sciences (NCATS)
Lipid storage S3 – qHTS Assay for Lipid Storage Modulators in Drosophila S3 Cells | Drosophila S3 cells, BODIPY lipid droplet fluorescence, 18-24 h; cells fed with added oleic acid | Potency in µM for hits, for the others lipid storage change, negative = inhibition, % at the top dose, mostly 46.1 µM | hit rate 0.64% among 320,000; active means well fitted inhibition curve with a large enough effect in the signal ratio, with a control signal flat, not every such curve was filed as active; inconclusive means small, poorly fitted or top-dose-only effect, or effect the other way, or a change in a side signal; the % refers to the signal ratio
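Drosophila S3 cells got compounds at several concentrations plus oleic acid (400 uM solution). Laser-scanning cytometry with 488 nm excitation read lipid droplets at 500-530 nm and cells at 575-640 nm. Percent activity was relative to 20 uM Triacsin C.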
Lipid storage S3 cell count max – also measured in Lipid storage S3; calls as there; cell number change, %; measured here: cell count max response;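 cells counted by Cell Tracker Red CMTPX staining in the red channel; peak over a dose series mostly up to 46.1 µM; percent activity relative to internal control wells on each plate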
* = called active by the depositor; i = inactive; ? = inconclusive; . = no result given. On the % scale 0 is the no-effect control and ±100 the full control effect; potency means the concentration at half of the fitted maximal effect. Only part of the results is shown; count on the stated rates, not on these rows.

SMILES | Lipid storage S3 | Lipid storage S3 cell count max
COc1ccc(-c2nnn(CC(=O)N(CCN3CCOCC3)C(C(=O)NC3CCCCC3)c3ccco3)n2)cc1 (stereo unspecified) | ? | .
COC(=O)c1c(C)[nH]c(C(=O)COC(=O)Cn2cc(C(F)(F)F)ccc2=O)c1C | ? | .
COc1cccc(OC)c1C(=O)Nc1nc(COc2ccccc2)cs1 | ? | .
CCCCn1c(N)c(N(CC(C)C)C(=O)Cc2ccc3c(c2)OCCO3)c(=O)[nH]c1=O | ? | .
COc1cccc(C(=O)OCC(=O)c2ccc(Br)s2)c1OC | ? | .
COc1cc(-c2nc(C(=O)NC3CCCCC3)cc3c2[nH]c2ccccc23)cc(OC)c1OC | 13µM* | 13*
CC(=O)C1=C(C)NC(C)=C(C(C)=O)C1c1ccccc1 | -2% | 11
CC(C)CN1CCN(Cc2cc3ccccc3[nH]2)CC1CCO (stereo unspecified) | ? | .
O=C(CSc1nc2sccc2c(=O)[nH]1)N1CCN(c2ccccc2)CC1 | ? | .
COc1ccc(-c2[nH]c3ccccc3c2SCCNC(=O)c2ccccc2)cc1 | 5% | 14
CN(C)C(=O)CN1CCN(C(=O)CCl)CC1 | -6% | -11
CCC1CCCCN1C(=O)CCc1nnc(C2CCCCC2)o1 (stereo unspecified) | -4% | 1
COc1ccccc1N1CCN(C(=O)c2oc3ccccc3c2C)CC1 | ? | .
Clc1ccc(SCc2nc3ccccc3[nH]2)cc1 | ? | .
O=C(CSc1ccc([N+](=O)[O-])cc1)OCC(=O)N1CCCC1=O | ? | .
O=C(NCc1ccccc1Cl)c1cccc(NC2=NC3CS(=O)(=O)CC3S2)c1 (stereo unspecified) | 26% | 21
Cc1cc(OCC(O)CN2C(C)CCCC2C)ccc1C(C)C (stereo unspecified) | ? | .
O=C(NCCCN1CCCC1=O)Nc1cc(Cl)ccc1Cl | 0% | 12
COc1ccc2c(=O)c(-c3ccc4c(c3)OCO4)coc2c1 | ? | .
O=C(Cc1coc(-c2ccc(F)cc2)n1)NCc1ccccc1 | ? | .

The final 5 records of the part above lead into the next:
SMILES | Lipid storage S3 | Lipid storage S3 cell count max
O=C(NCc1ccccc1Cl)c1cccc(NC2=NC3CS(=O)(=O)CC3S2)c1 (stereo unspecified) | 26% | 21
Cc1cc(OCC(O)CN2C(C)CCCC2C)ccc1C(C)C (stereo unspecified) | ? | .
O=C(NCCCN1CCCC1=O)Nc1cc(Cl)ccc1Cl | 0% | 12
COc1ccc2c(=O)c(-c3ccc4c(c3)OCO4)coc2c1 | ? | .
O=C(Cc1coc(-c2ccc(F)cc2)n1)NCc1ccccc1 | ? | .
O=C(O)CN1C(=O)/C(=C/c2ccccc2Br)Oc2ccccc21 | 27% | 19
O=c1c2cc3c(=O)n(-c4ccccc4O)c(=O)c3cc2c(=O)n1-c1ccccc1O | ? | .
Brc1ccc(/C=N/Nc2ccccn2)cc1 | 4% | 0
COc1ccccc1CNC(=O)CN1C(=O)c2cccc(N)c2C1=O | i | 4
CCCCS(=O)(=O)N1CCCC(C(=O)Nc2ccc(Cl)cn2)C1 (stereo unspecified) | ? | .
O=C(Cc1ccc(S(=O)(=O)N2CCCCC2)cc1)NCc1ccc(Cl)cc1 | ? | .
C/C(=N\Nc1cc(C(F)(F)F)ccc1Cl)c1ccccc1O | 14% | .
COc1ccc(CSc2nnc(Cc3sc(-c4ccccc4)nc3-c3ccccc3)o2)cc1 | ? | .
Cc1ccc(C(C(=O)NCc2ccco2)N(C(=O)CNC(=O)c2cccs2)c2ccc(C)cc2)cc1 (stereo unspecified) | 0% | 11
O=C(Oc1ccccc1C(=S)N1CCOCC1)c1ccccc1 | i | 6
NC(=S)N=Nc1c(O)[nH]c2ccc(F)cc12 | ? | .
COc1cc(/C=N/n2c(-c3ccccc3)n[nH]c2=S)cc(OC)c1OC | ? | .
CCOC(=O)c1cnc(SC)nc1Oc1cccc(NC(=O)c2ccc(C)cc2)c1 | ? | .
COc1ccc(OC)c(NC(=O)COC(=O)CSc2ccc(Cl)cc2)c1 | ? | .
O=C(CO/N=C/c1ccc(Cl)cc1Cl)NNC(=O)c1ccc(Cl)cc1Cl | 24% | -3
CCCn1nc(C(=O)NNC(=O)CCCOc2ccc(C)cc2)c2ccccc2c1=O | -15% | .
Cc1c(C(=O)NC(=S)N(Cc2ccccc2)c2ccccn2)cccc1[N+](=O)[O-] | ? | .
CN(Cc1ccccc1)C(=S)Nc1ccc(OC(F)F)cc1 | 3% | -21
O=C(COC(=O)c1ccc2ncsc2c1)NCc1ccc(Cl)cc1 | ? | .
CCOc1ccc(NC(=O)CSc2nnnn2C2CCCC2)cc1 | ? | .
NC(=O)c1ccc(NC(=O)COC(=O)CCc2ccc(S(=O)(=O)N3CCCCC3)cc2)cc1 | -11% | -12
OCCN(CCO)c1nc2ccccc2[nH]1 | -3% | 10
O=C(CSC1=NS(=O)(=O)c2cc(Cl)ccc2N1)NCCc1ccccc1 | ? | .
CC(C(=O)Nc1ccccc1)N(C)CCOc1ccc(Br)cc1 (stereo unspecified) | ? | .
COc1ccc2oc(C(=O)Nc3ccc(C)cn3)c(C)c2c1 | ? | .
COc1ccc(C(=O)/C=C/c2ccc(F)cc2)c(OC(=O)c2ccc([N+](=O)[O-])cc2)c1 | ? | .
Cc1ccc(C(=O)NCc2n[nH]c(=S)n2-c2ccccc2)cc1[N+](=O)[O-] | -9% | -16
CCN(Cc1ccccc1)C(=O)c1ccc(SC)cc1OC | -6% | 8
O=C(CN1CCN(C(=O)c2ccco2)CC1)Nc1ccc(Cl)c(S(=O)(=O)N2CCOCC2)c1 | -3% | 0
CC1=C(C#N)CCC(=O)N1Cc1c(C)cc(C)cc1C | ? | .
Cn1cc([N+](=O)[O-])c(C(=O)NC2CCCC2)n1 | i | -24
CCCCCC1CCC(C(=O)NNC(=S)NCC)CC1 (stereo unspecified) | ? | .
Cc1ccc(C(=O)Nc2ccc(S(=O)(=O)N3CCN(C)CC3)cc2)cc1 | 5% | 2
Cc1ccc(C)c(NC(=O)CSc2nc3ccccc3nc2N2CCOCC2)c1 | 20% | 8
CCc1ccc(/C=C2/SC(=S)N(CCC(=O)Nc3ccc(C(=O)O)cc3)C2=O)cc1 | 16% | 19
CC(C)CCOc1ncnc2c1sc1nc3c(cc12)CSC(C)(C)C3 | 5% | 14
C=CCNC(=O)/C(=C\c1ccc2c(c1)OCO2)NC(=O)c1ccc(Br)cc1 | -12% | 1
O=C(NCCN1CCC(Cc2ccccc2)CC1)C1CCCN(S(=O)(=O)c2cnc[nH]2)C1 (stereo unspecified) | ? | .
O=C(O)C1CCN(C(=O)c2ccccc2N2C(=O)[C@@H]3Cc4c([nH]c5ccccc45)C(c4cccc(Cl)c4)N3C2=O)CC1 (stereo partly specified) | ? | .
CCc1nc2ccccc2c(C(=O)Nc2ccc(C)cc2)c1C | -14% | 0

6 entries from above, reformatted:
Compound	Lipid storage S3	Lipid storage S3 cell count max
O=C(O)C1CCN(C(=O)c2ccccc2N2C(=O)[C@@H]3Cc4c([nH]c5ccccc45)C(c4cccc(Cl)c4)N3C2=O)CC1 (stereo partly specified)	?	.
COc1ccc2oc(C(=O)Nc3ccc(C)cn3)c(C)c2c1	?	.
O=C(CSC1=NS(=O)(=O)c2cc(Cl)ccc2N1)NCCc1ccccc1	?	.
COc1ccc(C(=O)/C=C/c2ccc(F)cc2)c(OC(=O)c2ccc([N+](=O)[O-])cc2)c1	?	.
Cn1cc([N+](=O)[O-])c(C(=O)NC2CCCC2)n1	i	-24
Cc1ccc(C(=O)NCc2n[nH]c(=S)n2-c2ccccc2)cc1[N+](=O)[O-]	-9%	-16

(continued)
SMILES | Lipid storage S3 | Lipid storage S3 cell count max
Cc1cc([N+](=O)[O-])c(C)cc1-c1ccc(/C=N/n2cnnc2)o1 | ? | .
Cc1cc(C(C)(C)C)cc(C)c1COC(=O)C1CCC(=O)N1 (stereo unspecified) | ? | .
Nc1nc(-c2ccco2)nc(N2CCCCC2)n1 | 12% | -15
O=C1C(Oc2ccc(Cl)cc2)C(c2ccc3c(c2)OCO3)N1CC1CCCO1 (stereo unspecified) | 28% | 4
Cn1ccnc1SCC(=O)Nc1nc2c(F)c(F)c(F)cc2s1 | ? | .
CN(c1ccccc1)S(=O)(=O)c1cccc(C(=O)N2CCN(c3ccccn3)CC2)c1 | 9% | -7
C=CCOc1ccccc1CNCc1cccnc1 | ? | .
COC(=O)c1ccc(CN2CCCC(C(=O)Nc3cccc(-n4cnnn4)c3)C2)cc1 (stereo unspecified) | ? | .
Cc1ccc(C(=O)OCC(=O)NN2C(=O)NC3(CCC(C)CC3)C2=O)cc1 (stereo unspecified) | ? | .
O=C(Cc1cccs1)NNC(=S)NC(=O)c1ccccc1 | ? | .
O=C(COc1cccc2c1CCNC2=O)NC1CCCCC1 | 17% | .
CC(=O)c1ccc(N2CCN(CCC#N)CC2)c(F)c1 | ? | .
Cc1nn2c(-c3ccncc3)ccnc2c1Br | ? | .
CCCN1CCC(N2CCCC(C(=O)O)C2)CC1 (stereo unspecified) | 4% | 9
C=CC(=O)N=c1sc2ccccc2n1-c1ccccc1 | ? | .
O=C(Nc1cnn(Cc2ccc(Cl)cc2Cl)c1)c1cc(-c2cccs2)on1 | -9% | -3
O=C(NCc1cccnc1)/C(=C/c1ccc(-c2ccc(Cl)cc2)o1)S(=O)(=O)c1ccccc1 | ? | .
O=C1CC(C(=O)NC2CCCCC2)C2(CCCCC2)O1 (stereo unspecified) | ? | .
O=C(O)c1ccccn1 | -23% | .
COc1cccc(C(=O)Nc2nc(SCc3ccc(Cl)cc3)n[nH]2)c1 | 6% | 8
O=C(OCC(=O)N1N=C(c2ccc(Cl)cc2)CC1c1ccco1)c1ccco1 (stereo unspecified) | ? | .
CCCCNC(=S)Nc1ccccc1Cc1ccccc1 | ? | .
COc1ccc(C(=O)N2CCN(S(=O)(=O)c3cc(Cl)ccc3OC)CC2)cc1 | ? | .
Cc1csc(=Nc2c(C)n(C)n(-c3ccccc3)c2=O)n1Cc1ccccc1 | 16% | 11
COc1ccc(CN2CCN(S(=O)(=O)c3ccc(NC(C)=O)cc3)CC2)cc1OC | -3% | .
O=C(C1CCCN(S(=O)(=O)Cc2ccccc2)C1)N1CCC(Cc2ccccc2)CC1 (stereo unspecified) | ? | .
CCN(CC)CCn1c2ccccc2c2nc3ccccc3nc21 | ? | .
O=C(NC(=S)NCCN1CCOCC1)c1cccc(Cl)c1 | 12% | -14
CCOc1ccccc1C1CC(=O)Nc2c1c(=O)n(C)c(=O)n2C (stereo unspecified) | 4% | -1
COCC(=O)N1CCC(Oc2cccc(C(=O)NCc3ccccn3)c2)CC1 | i | .
COc1ccc(-c2nnc3sc(C(C)N4C(=O)c5ccccc5C4=O)nn23)cc1 (stereo unspecified) | 0% | 1
COCCN(CC(=O)Nc1ccccc1C)S(=O)(=O)c1ccc(S(=O)(=O)N2CCCC2)cc1 | ? | .
CCOC(=O)C1CCN(c2nc3c(C)cccn3c(=O)c2/C=C(\C#N)S(=O)(=O)c2ccccc2)CC1 | -6% | 1
O=C(CSc1nnc(-c2c[nH]c3ccccc23)o1)c1ccc(-c2ccccc2)cc1 | i | .
Cc1oc(-c2ccccc2Cl)nc1CS(=O)CC(=O)NCc1cccs1 (stereo unspecified) | ? | .
CCn1nc(C)c(NC(=O)c2ccc(Cl)cc2)c1C | -22% | 7
CCC1(CC)Cc2ccccc2C(N)=C1C#N | -4% | -12
c1ccc(C2c3[nH]c4ccccc4c3CCN2Cc2cccn2-c2cccnc2)nc1 (stereo unspecified) | ? | .
CCC(CC)C(=O)Nc1ccc(Cl)c(Cl)c1 | i | 11
CN(C)c1ccc(/C=C/C=N/Nc2nc(N3CCOCC3)nc(N3CCOCC3)n2)cc1 | -3% | 27
CCOC(=O)C1=C(C)NC(SCC(=O)O)=C(C#N)C1c1ccco1 (stereo unspecified) | ? | .
COc1ccccc1NC(=O)COC(=O)c1ccc2c(c1)nc(C)n2-c1ccccc1 | -19% | 18
CC1CN(C(=O)/C=C/c2ccc([N+](=O)[O-])s2)CC(C)O1 (stereo unspecified) | ? | .
N#CCCN(Cc1cccnc1)C(=S)Nc1ccc(OC(F)F)cc1 | ? | .
O=C1CC(N(O)c2ccccc2)C(=O)N1Cc1ccccc1 (stereo unspecified) | ? | .
O=C(O)CCn1[nH]c(=O)c2ccccc2c1=O | ? | .
COc1cc(C)nc(N(Cc2ccccc2)S(=O)(=O)c2ccccc2)n1 | ? | .
COc1ccc(OC)c(C(O)c2nc3ccccc3n2C(C)C)c1 (stereo unspecified) | ? | .
CCCn1c(SCc2ccc(Cl)cc2)nc2c1c(=O)[nH]c(=O)n2C | ? | .
OC(CNCC1CCCO1)Cn1c2ccccc2c2ccccc21 (stereo unspecified) | 7% | -15
O=C(Cn1c(NCCO)nc2ccccc21)c1ccc([N+](=O)[O-])cc1 | ? | .
CCOC(=O)Nc1cccc(Nc2ccccc2)c1 | ? | .
COc1ccc(N(CC(=O)N2CCOCC2)S(=O)(=O)c2ccccc2)cc1Cl | -23% | -1
O=C1CCC(=O)N1c1ccc(S(=O)(=O)Nc2cccc(Br)c2)cc1 | ? | .
CS(=O)(=O)N1CCN(C2CCN(Cc3ccccc3)CC2)CC1 | ? | .
CCCCN(C(=O)c1cc(Cl)nc2ccccc12)c1c(N)n(Cc2ccccc2)c(=O)[nH]c1=O | ? | .
CS(=O)(=O)c1ccc(Sc2nc3ccccc3s2)c([N+](=O)[O-])c1 | ? | .
CCOC(=S)SCC(=O)Nc1nc(-c2ccc(Br)cc2)cs1 | ? | .
